CDK5 inh: inhibitors of human CDK5/p35 kinase, primary screen, biochemical, single concentration; Recombinant CDK5/p35, ADP-Glo luminescence, 60 min; 330,000 compounds, 0.01% hits; inhibition, % at 10 µM;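 active means highest replicate inhibition of at least 50% and at least 75% of replicates reaching 50%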;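 further: plate controls were DMSO neutral control for no effect and GW8510 at 10 µM for full effect; many of its hits are not listed in these tables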
Target sequence (Q00535 whole entry, looked up): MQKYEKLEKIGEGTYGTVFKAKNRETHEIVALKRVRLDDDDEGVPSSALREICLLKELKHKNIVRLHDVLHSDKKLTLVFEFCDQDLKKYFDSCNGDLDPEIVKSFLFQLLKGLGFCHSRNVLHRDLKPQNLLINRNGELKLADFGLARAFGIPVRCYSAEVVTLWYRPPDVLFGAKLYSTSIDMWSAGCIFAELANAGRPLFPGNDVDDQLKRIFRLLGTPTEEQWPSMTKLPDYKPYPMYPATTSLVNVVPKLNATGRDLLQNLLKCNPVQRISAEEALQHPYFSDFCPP
Target sequence (Q15078 whole entry, looked up): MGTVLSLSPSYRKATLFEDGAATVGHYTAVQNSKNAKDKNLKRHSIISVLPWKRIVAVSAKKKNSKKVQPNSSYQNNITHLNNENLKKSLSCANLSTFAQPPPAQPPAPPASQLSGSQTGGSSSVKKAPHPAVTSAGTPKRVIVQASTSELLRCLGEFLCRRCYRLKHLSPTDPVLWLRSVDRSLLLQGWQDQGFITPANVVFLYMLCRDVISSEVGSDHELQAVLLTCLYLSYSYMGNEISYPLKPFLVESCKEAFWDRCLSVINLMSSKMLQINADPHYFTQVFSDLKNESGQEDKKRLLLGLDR
SR-BI uptake up: activators of SR-BI mediated DiI-HDL uptake, primary screen, ldlA[mSR-BI] CHO cells, DiI fluorescence; activation, % at 12.5 µM; 320,000 compounds, 0.096% hits; 3 h; 100 = double the neutral-control signal;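 active means mean replicate activation of at least 60% and every replicate at or above 60%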;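 further: 0% = median plate neutral-control signal and 100% = twice that signal; values of inactives mirror those of a sister screen read the other way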
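Assay system: LDL receptor-deficient CHO ldlA cells overexpressing murine SR-BI / Medium: BSA-supplemented, HEPES-buffered Ham's F12, pH 7.4 / Probe or stimulus: DiI-labelled HDL at 10 µg/mL final / Timing: compound with DiI-HDL co-incubation, 3 h at 37 °C / Technique: bottom-read cell fluorescence after medium removal, ex 550/em 595 nm / Measure: HDL uptake via cellular fluorescence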
MITF TRPM1 HTS: activators of MITF-driven TRPM1 promoter reporter, primary screen, cell-based, SK-MEL-5, luciferase, single point. 300,000 compounds, 0.75% hits. SK-MEL-5 TRPM1-promoter luciferase, 24 h; % of positive control, neutral wells = 0. AID 588334, 2011. activation, % at 12.5 µM;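 active means mean activation of at least 80% with every replicate also reaching 80%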;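 further: 0% = neutral control wells and 100% = parthenolide positive control wells; values of inactives mirror those of a sister screen read the other way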
cardiac RTF act: cardiac RTF calcium sensitivity activators, primary screen, biochemical, IANBD-TnC fluorescence, EC20 calcium; IANBD-labeled TnC RTF fluorescence at EC20 calcium; 0% EC20 calcium, 100% full calcium; Troponin I, cardiac muscle (Homo sapiens) + Troponin T, cardiac muscle (Homo sapiens) + …; activation, % at 7.2 µM; 340,000 compounds, 0.24% hits;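 active means activation above the mean over all tested compounds plus 3 SD, cut at about 30% in these data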;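 further: rise in fluorescence read as greater calcium sensitivity of cardiac thin filaments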
dFosB act: activators of delta FosB homodimer, primary screen, biochemical, fluorescence polarization, TAMRA-CDK5 oligo, single point. Protein FosB (Mus musculus), P13346. purified delta FosB; percent of positive-control signal above neutral wells. activation, % at 25 µM. 340,000 compounds, 0.99% hits. AID 493131, 2011;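 active means mean activation above about 17%, with every replicate also reaching it, limit read from the data, passing the limit was not always enough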;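 further: fluorescence polarization rise as delta FosB binds a TAMRA Cdk5 AP-1 oligo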
HTR5A ag: HTR5A agonists in luminescence cell assay, primary screen, counter-screen for OPRM1-OPRD1 heterodimer agonist project, full-deck HTS | 5-hydroxytryptamine receptor 5A (Homo sapiens), P47898 | cell-based | activation, % at 9.3 µM | 340,000 compounds, 0.61% hits | AID 504692, 2011; in the data active means activation mostly above about 9.5%, no sharp cut-off; inactive means mostly below about 7.6%;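 further: 0% = cells with vehicle only and 100% = reference agonist; strong numbers were not always called active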
Target sequence (P47898 whole entry, looked up): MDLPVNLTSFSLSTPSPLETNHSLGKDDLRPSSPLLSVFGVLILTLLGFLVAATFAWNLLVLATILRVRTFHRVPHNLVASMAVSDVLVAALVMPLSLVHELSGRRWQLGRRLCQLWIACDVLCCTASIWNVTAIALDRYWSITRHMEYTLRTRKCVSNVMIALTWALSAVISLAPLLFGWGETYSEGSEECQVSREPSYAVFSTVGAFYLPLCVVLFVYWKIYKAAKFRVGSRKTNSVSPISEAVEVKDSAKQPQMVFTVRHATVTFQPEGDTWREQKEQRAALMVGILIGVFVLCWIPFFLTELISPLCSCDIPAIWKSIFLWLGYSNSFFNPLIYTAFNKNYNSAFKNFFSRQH
Rtt109 HAT inh: inhibitors of C. albicans Rtt109/Vps75 HAT, primary screen, biochemical, ThioGlo CoA-SH fluorescence, plate reader | Histone acetyltransferase RTT109 (Candida albicans (strain SC5314 / ATCC MYA-2876)), … | purified Rtt109/Vps75, 4 h | inhibition, % at 34.9 µM | 330,000 compounds, 0.16% hits | AID 540336, 2011;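 active means inhibition of at least 50% in every replicate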
Wnt act: Wnt/beta-catenin pathway activators, primary screen, cell-based, plate reader, single point. AID 743398, 2014. Wnt/beta-catenin reporter cell assay, activator. 300,000 compounds, 1.2% hits. activation, % at 9.35 µM; in the data active means activation above about 30%, passing the limit was not always enough;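 further: 0% = neutral control wells and 100% = positive control wells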
SR-BI HDL uptake: inhibitors of SR-BI mediated HDL lipid uptake, primary screen, ldlA[mSR-BI] cells, fluorescence, single point | Scavenger receptor class B member 1 (Mus musculus), Q61009 | ldlA[mSR-BI] CHO cells, DiI-HDL uptake fluorescence, 3 h | inhibition, % at 12.5 µM | 320,000 compounds, 0.96% hits;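 active means mean replicate inhibition of at least 70% and a set share of replicates each scoring 70 or more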;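 further: 0% = median of neutral control wells and 100% = median of positive control wells; values of inactives mirror those of a sister screen read the other way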
PvdQ inh: P. aeruginosa PvdQ acylase inhibitors, primary screen, biochemical, fluorescence, plate reader and imaging, single point | PvdQ acylase [Pseudomonas aeruginosa LESB58] | 340,000 compounds, 0.063% hits | purified PvdQ acylase | inhibition, % at 10 µM; in the data active means inhibition above about 30%, passing the limit was not always enough;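 further: 0% = vehicle neutral wells and 100% = reference inhibitor wells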
* marks the source's active call; other numbers are inactive results; . = not tested or not shown. Rows are unselected; about 4.4% have a hit in one of these screens.

Second line of a record: CDK5 inh	SR-BI uptake up	MITF TRPM1 HTS	cardiac RTF act	dFosB act	HTR5A ag	Rtt109 HAT inh	Wnt act	SR-BI HDL uptake	PvdQ inh
COc1cc(/C=N/NC(=S)Nc2cccc(C(=O)O)c2)cc(OC)c1OC
 : 0.5	24	14	2	-2	-1	4	-1	-24	1
CCOc1ccc(S(=O)(=O)N2CCOCC2)cc1NC(=O)Cc1c(F)cccc1Cl
 : -0.2	32	7	2	3	1	2	-3	-32	-5
CC(=O)OCC(=O)C1(O)CCC2C3CCC4=CC(=O)CCC4(C)C3(F)C(O)CC21C (stereo not drawn)
 : -0.3	-4	18	-1	0	-1	-2	-3	4	1
COC(=O)c1ccc2c(=O)n(Cc3ccc4c(c3)OCO4)c(=S)[nH]c2c1
 : -0.2	-3	-2	3	-1	6	1	-2	3	-8
c1ccc(CN2CCN(c3ncccn3)CC2)cc1
 : 0.3	-12	3	-1	5	-5	-4	0	12	-3
CCOc1ccc(N(C)S(=O)(=O)c2ccc3[nH]cc(C(=O)NCCOC)c(=O)c3c2)cc1
 : -0.3	11	4	-3	-25	0	-3	0	-11	-19
COc1ccc(C(=O)NNC(=O)OC(C)(C)C)cc1
 : -0.6	13	3	-2	0	5	-13	0	-13	-3
Cc1noc(C)c1S(=O)(=O)N(C)C[C@H]1Oc2ccc(NC(=O)Cn3cnnn3)cc2C(=O)N([C@H](C)CO)C[C@@H]1C
 : -0.8	15	11	8	-2	-2	5	2	-15	-8
CC(C)CC(c1nnnn1Cc1ccc2c(c1)OCO2)N1CCC(C(N)=O)CC1 (stereo not drawn)
 : -0.4	-3	0	3	-6	2	4	0	3	-2
N#Cc1nc(COc2cccc(Cl)c2)oc1N1CCCC1
 : -1.5	-21	3	-4	1	-1	-6	1	21	-12
CCOc1ccccc1N/C=C(\C#N)c1nc2ccccc2n1C
 : 1.0	-44	1	1	2	3	-5	.	44	-12
COCCN(CC1CCCN(C2Cc3ccccc3C2)C1)C(=O)CCC(F)(F)F (stereo not drawn)
 : 1.1	6	-2	0	-7	10	2	2	-6	-19
CCOc1ccc(S(=O)(=O)N2CCCC(C(=O)NCc3ccco3)C2)cc1 (stereo not drawn)
 : 1.0	5	-7	1	-2	-2	2	-2	-5	-3
COc1ccccc1CC(=O)N1CCN(c2ccccn2)CC1
 : 0.8	8	3	-1	10	0	-5	.	-8	-9
O=C1NC(=S)N(C(=O)c2ccc(F)cc2)/C1=C/c1ccccc1
 : 0.2	-22	5	5	-3	4	-10	-3	22	-6
CCOC(=O)C1CCCN(c2c(NCCCN(C)c3ccccc3)c(=O)c2=O)C1 (stereo not drawn)
 : 1.0	8	-2	1	-3	4	5	1	-8	3
Cn1c2ccccc2n2c(=O)cc(-c3ccccc3)c(C#N)c12
 : 0.3	-13	49	8	1	2	-5	8	13	-4
O=C1CC(C(=O)Nc2ccc(Br)cc2)S/C(=N\N=C\c2ccco2)N1 (stereo not drawn)
 : 0.5	2	2	5	15	8	6	-2	-2	10
CN(CC(=O)Nc1cccc(C#N)c1)Cc1ccc(Cl)cc1
 : 0.3	-1	-5	0	-4	1	9	0	1	6
COc1ccc(C(=O)CSc2nnc(CNC(=O)c3ccco3)n2C)cc1
 : 1.3	17	-6	4	-5	-1	-1	-2	-17	-17
O=S(=O)(Nc1cccc(Cl)c1)c1cccc(-n2cnnn2)c1
 : -0.3	8	9	-4	0	-2	3	-2	-8	-13
CC1CCc2sc(C(=O)NC3CCN(Cc4ccccc4)CC3)cc2C1 (stereo not drawn)
 : 0.9	-44	18	3	-14	0	-2	-2	44	-11
Cc1[nH]c2ccc(-c3n[nH]c(=S)n3Cc3ccccc3)cc2c1C
 : -0.6	17	1	5	-11	-8	3	-1	-17	-12
Cc1cc(C)n(-c2cc(C(=O)O)cc(C(=O)O)c2)n1
 : -0.2	30	4	-4	0	-5	.	-1	-30	-13
COc1cc(C2NC(=O)NC(O)(C(F)(F)F)C2C(=O)c2cccs2)ccc1O (stereo not drawn)
 : 0.6	-1	0	-1	0	5	7	18	1	-12
O=C1Nc2ccc(F)cc2C12Nc1ccccc1-c1nnc(SCc3ccccc3Cl)nc1O2 (stereo not drawn)
 : 2.0	15	-19	-2	-6	-2	1	.	-15	-16
Cc1c(C#N)c(NC(=O)c2cccc(Cl)c2)n(Cc2ccccc2)c1C
 : -0.7	12	-8	0	12	3	9	-4	-12	-18
Nc1nc(SCn2nnc3ccccc3c2=O)n[nH]1
 : -1.0	11	0	-1	-9	2	0	-1	-11	-2
O=S1(=O)N=C(N/N=C/c2ccco2)c2ccccc21
 : -0.2	7	-11	1	-7	5	0	-8	-7	-14
CCc1ccc(Nc2nnc(SCC(=O)NC(=O)c3cccn3C)s2)cc1
 : 0.6	2	6	7	-6	15*	9	4	-2	7
CN(C)C(=O)CN1C(=O)C2CC=C(Cl)CC2C1=O (stereo not drawn)
 : -0.3	-3	3	-1	-6	7	-1	-1	3	-24
Cc1cccn2c(CN(C)C3CCCc4ccccc43)c(C(=O)N3CCOCC3)nc12 (stereo not drawn)
 : -0.2	3	4	-1	-3	-15	-10	-3	-3	-1
Cc1c(Br)c([N+](=O)[O-])nn1CC(=O)NC1CCCCCC1
 : -0.1	-5	-1	-10	10	0	15	1	5	13
CC(NC(=O)c1ccnn1C)C1CCCO1 (stereo not drawn)
 : -0.4	29	-11	-10	1	4	.	0	-29	5
CC(C)(C)c1ccc(C(=O)N2CCC(=O)N(C(COCc3ccccc3)Cc3ccccc3)CC2)cc1 (stereo not drawn)
 : -1.7	8	-1	-1	3	6	-5	-8	-8	-27
O=c1c2c3c(sc2ncn1/N=C/c1ccccc1)CCCC3
 : 0.1	-8	68	2	-1	2	5	-1	8	-4
CNC(=O)c1[nH]cnc1C(=O)Nc1cccc(OC)c1
 : 0.6	23	12	-2	-25	8	-2	4	-23	0
CC(C)(C)C1=Nn2c(nnc2-c2ccccc2F)SC1
 : -0.8	12	4	3	-6	9	9	0	-12	4
O=C(NNC(=O)C12CC3CC(CC(Br)(C3)C1)C2)c1ccccc1F
 : 0.7	10	7	-2	1	3	-3	7	-10	-3
Cc1ccc(OCCOCCn2ccnc2)c(Br)c1
 : -4.1	.	15	2	-5	0	-4	.	.	-7
CCCOc1ccc(C(=O)NCCC(=O)NCCCC(=O)O)cc1
 : 0.2	-12	-5	1	-2	-1	-13	1	12	-2
Cc1cc(Nc2ccc(Br)cc2)nc(-c2ccccc2O)n1
 : -0.2	-75	.	0	13	2	0	3	75*	-17
O=C1c2ccccc2C(=O)N1CCn1ccnc1
 : -0.6	0	.	-5	3	0	-5	2	0	-1
Cc1ccccc1-n1nnnc1SCC(=O)NCC1(N2CCOCC2)CCCCC1
 : -0.1	-9	-2	-1	2	-1	-8	-5	9	-13
CS(=O)(=O)c1ccccc1C(=O)Nc1cccc2ncccc12
 : 1.7	.	-8	-3	-3	-3	-1	3	.	-6
O=C(Nc1cccc(-c2cn3ccsc3n2)c1)c1ccccc1
 : 2.1	.	23	-4	-8	-3	7	0	.	-8
COc1cccc(NC(C)=[N+](C)CCNS(=O)(=O)c2ccc(Cl)cc2)c1
 : -0.2	-1	8	-2	-12	-4	15	-1	1	-3
O=C(COC(=O)C12CC3CC(CC(O)(C3)C1)C2)Nc1ccc(Cl)cc1F
 : -2.1	30	93*	-1	-12	3	-1	23	-30	-3
Cc1cc(OCCCCOc2ccc(S(N)(=O)=O)c(C)c2)ccc1S(N)(=O)=O
 : 0.7	-4	-6	-4	-5	8	10	-1	4	21
Cc1ccc(OCc2nc(C#N)c(N3CCCC3)o2)cc1
 : -2.1	-22	-2	-1	-6	0	0	.	22	-12
COc1ccc(OC)c(C(=O)c2ccc(C(=O)Nc3ccccc3)cc2)c1
 : -3.0	7	7	-1	4	-1	-6	.	-7	10
O=C(COC(=O)Cc1cccs1)NCC(=O)Nc1ccc(F)cc1
 : -2.9	9	6	-10	6	0	0	-1	-9	-13
Cc1ccccc1OCC(=O)NC1=NCCS1
 : 0.0	1	.	3	-3	-2	-22	.	-1	-7
CCCCn1c(N)c(NCc2ccccc2OC)c(=O)[nH]c1=O
 : -1.8	26	-5	7	-13	3	-2	-1	-26	-2
CCOC(=O)/C=C1\CN(C(C)c2ccccc2)S(=O)(=O)c2ccccc21 (stereo not drawn)
 : 0.1	14	-5	-3	-3	20	-1	-1	-14	-18
CCCCCCC(=O)NC(Nc1ccc(S(N)(=O)=O)cc1)C(Cl)(Cl)Cl (stereo not drawn)
 : -0.8	18	14	0	-7	-2	8	.	-18	-13
CC[n+]1c(/C=C/c2ccc(OC(C)=O)c(OC)c2)ccc2ccccc21
 : 2.0	-23	97*	-1	-12	-6	-3	17	23	-10
CC(C)Cc1cc(C(=O)N2CCN(C(c3ccccc3)c3ccccc3)CC2)no1
 : -0.5	2	5	6	-13	-2	12	-2	-2	-2
Cn1c(=O)[nH]c(=O)c2c1nc(N1CCCCC1)n2C/C=N/NC(=O)c1cc(Br)ccc1O
 : -0.3	2	-7	1	-4	0	1	1	-2	-8
O=C(NC1CCN(S(=O)(=O)c2ccccc2F)CC1)c1cccnc1
 : -2.0	-5	4	-3	-1	-1	-20	-1	5	-1

Further entries:
Second line of a record: CDK5 inh	SR-BI uptake up	MITF TRPM1 HTS	cardiac RTF act	dFosB act	HTR5A ag	Rtt109 HAT inh	Wnt act	SR-BI HDL uptake	PvdQ inh
O=C(Nc1ccc(S(=O)(=O)N2CCC(C(=O)NC3CCCCC3)CC2)cc1)c1ccco1
 : 3.3	-2	8	-4	-1	4	-6	.	2	-12
CC1CCN(C(=O)CN2C(=O)C(=O)N(C)C2=O)c2ccccc2S1 (stereo not drawn)
 : -0.7	11	-15	-2	0	-1	-3	-3	-11	-10
CCc1c(C)nc(N)n2c(SCC(=O)N3CCCc4ccccc43)nnc12
 : -0.6	1	7	-2	-9	-1	9	.	-1	-16
CCCCn1c(N)c(N(CC(C)C)C(=O)c2ccc(S(=O)(=O)N3CCCCCC3)cc2)c(=O)[nH]c1=O
 : -4.1	4	2	10	-9	2	3	-3	-4	-18

Screens from PubChem.
